MRP reversal: reversal of MRP1-mediated doxorubicin resistance, primary screen, H69AR cells, doxorubicin co-treatment; H69AR cells + 2 uM doxorubicin, CellTiter-Glo, 72 h; differential viability (reversal), % at 10 µM; 85,000 tested, 0.04% active;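 active = viability drop by adding the cancer drug above about 55%, with treated viability meeting a 40% cutoff, limit read from the data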;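 also: viability without doxorubicin minus viability with 2 µM doxorubicin for each compound; larger differential means the compound sensitizes cells more to doxorubicin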
NFkB transloc pot: enhancers of NFkB p65 translocation in HUVEC – imaging, IL-1B stimulus, high-content imaging, primary screen; HUVEC IL-1B NFkB p65 nuclear translocation imaging; activation, % at 2 µM; 94,000 tested, 0.3% active; AID 819, 2007;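 active = activation above 40%, about the mean plus 3 SD, also judged a hit on visual image review; inconclusive = activation above 40% but not a hit on visual review; inactive = activation not above 40% and no visual hit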;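 also: percent activation is computed from the nuclear over cytoplasmic p65 intensity ratio; values of inactives mirror those of a sister screen read the other way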
Bcl-B TR3 displacers: displacers of TR3 peptide from Bcl-B, primary screen, selectivity assay for Bfl-1 inhibitor project, biochemical, fluorescence polarization; Bcl-2-like protein 10 (Homo sapiens); 96,000 tested, 0.11% active; FP displacement of FITC-TR3 peptide from Bcl-B; higher % means a stronger effect; displacement, % at 20 µM; hits with a dose series show IC50 in µM; AID 748, 2007;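 active = displacement above 50% at 20 µM plus a fluorescence interference ratio under 1.5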;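 also: plate controls were wells without compound for no effect and wells lacking Bcl-B protein for full effect; a part of the inactive calls stands beside numbers as strong as those of hits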
PLAP inhibitors HTS: PLAP enzyme inhibitors, biochemical, luminescence, HTS (AID 690) | one-dose inhibition, % at 20 µM; IC50 in µM for titrated hits | 96,000 tested, 0.08% active | Alkaline phosphatase, placental type (Homo sapiens) | purified PLAP, luminescent substrate; higher % means a stronger effect; in the data active = a potency from the dose series; inactive = the rest, 99 in 100 with inhibition below about 30%; also: strong numbers were not always called active
NFkB transloc inh: inhibitors of IL-1B driven NFkB p65 nuclear import, primary screen, imaging, HUVEC, IL-1B stimulus, high-content imaging; HUVEC IL-1B NFkB p65 nuclear translocation imaging; inhibition, % at 2 µM; 94,000 tested, 0.43% active; AID 796, 2007;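 active = inhibition above about 30% together with a positive call from visual inspection of the well image, limit read from the data; inconclusive = inhibition above a set limit but visual check negative; inactive = inhibition not above a set limit, visual check negative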;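 also: nuclear over cytoplasmic p65 intensity ratio measured by imaging; 0% = IL-1B stimulated DMSO wells and 100% = unstimulated DMSO wells; values of inactives mirror those of a sister screen read the other way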
MRP reversal cytotoxicity: recorded beside MRP reversal, whose call it bears; viability, %; H69AR cells, CellTiter-Glo, 72 h; measured here: cytotoxicity without doxorubicin
MRP reversal with doxorubicin: further read-out of MRP reversal, marked with its call; viability, %; measured here: viability with 2 uM doxorubicin; hits give low values
NFkB transloc inh cell count 2 µM: recorded beside NFkB transloc inh, whose call it bears; cell count; measured here: cells passing quality filter;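 raw number of nuclei counted in each imaged well without normalization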
NFkB transloc pot cell count 2 µM: second read-out of NFkB transloc pot, no call of its own (marks repeat the call); cell count; measured here: cells passing quality filter
* marks the source's active call; other numbers are inactive results; ? = inconclusive; · = not tested or not shown.

Sample of the layout (three entries):
SMILES	MRP reversal	MRP reversal cytotoxicity	MRP reversal with doxorubicin	NFkB transloc pot	NFkB transloc pot cell count 2 µM	Bcl-B TR3 displacers	PLAP inhibitors HTS	NFkB transloc inh	NFkB transloc inh cell count 2 µM
CC(=O)Nc1cc(C(=O)N2CCCC2)ccc1Sc1ccc(Cl)cc1	3	85	82	5	161	0%	-10%	-5	161
O=C(CN1C(=O)COc2ccccc21)N(Cc1cccnc1)Cc1cccc(F)c1	4	74	71	14	156	-5%	-50%	-14	156
Cc1ccc(C)c(N2CCN(C(=O)c3cc4ccccc4oc3=O)CC2)c1	-1	101	103	-9	177	-3%	6%	9	177

This part in full, from the first entry:
SMILES	MRP reversal	MRP reversal cytotoxicity	MRP reversal with doxorubicin	NFkB transloc pot	NFkB transloc pot cell count 2 µM	Bcl-B TR3 displacers	PLAP inhibitors HTS	NFkB transloc inh	NFkB transloc inh cell count 2 µM
CC(=O)Nc1cc(C(=O)N2CCCC2)ccc1Sc1ccc(Cl)cc1	3	85	82	5	161	0%	-10%	-5	161
O=C(CN1C(=O)COc2ccccc21)N(Cc1cccnc1)Cc1cccc(F)c1	4	74	71	14	156	-5%	-50%	-14	156
Cc1ccc(C)c(N2CCN(C(=O)c3cc4ccccc4oc3=O)CC2)c1	-1	101	103	-9	177	-3%	6%	9	177
O=C(Nc1ccc(-n2nncc2-c2ccco2)cc1)c1cc2ccccc2oc1=O	·	·	·	8	73	-30%	-2%	-8	73
COC(=O)N(C)c1nc2ccccc2s1	10	95	85	18	131	-11%	1%	-18	131
Cc1cc(NC(=O)c2cccnc2)ccc1NC(=O)c1ccco1	0	81	81	6	76	-6%	13%	-6	76
COc1cc(-c2nnc(SCc3c(F)cccc3Cl)o2)cc(OC)c1OC	11	101	90	21	141	2%	-17%	-22	141
CCOC(=O)N1CCN(C(=O)C2COc3ccccc3O2)CC1 (stereo not given)	1	94	93	1	132	-3%	-1%	-1	132
CCc1ccc(OCC(=O)Nc2ccc3c(c2)COC3=O)cc1	6	92	86	0	119	3%	23%	0	119
Cc1ccc(-n2c3c(cc(C(=O)NCc4ccco4)c2=O)C(=O)CC(C)(C)C3)cc1	29	51	23	·	·	-2%	-60%	·	·
CC1(C)CC2CC(C)(CN2C(=O)COc2cccc3ccccc23)C1 (stereo not given)	-8	76	84	10	171	-3%	19%	-10	171
Cn1cccc1C(C(=O)NC1CCCCC1)N(C(=O)Cc1cccs1)c1ccc2c(c1)OCO2 (stereo not given)	-13	28	42	-1	186	1%	57%	1	186
Clc1ccc(OCCn2c(-c3ccco3)nc3ccccc32)cc1	6	88	81	10	195	-7%	-47%	-10	195
COCCNc1ncnc2c1cnn2Cc1ccc(Cl)cc1	-21	68	89	1	94	1%	-15%	-1	94
CCOc1ccc(-n2nc3c(-n4ncc(C#N)c4N)nnc(C)c3c2C)cc1	-4	93	97	2	116	·	·	-2	116
O=C1Nc2ccccc2S/C1=C/Nc1cccc(Cl)c1	·	·	·	0	182	-17%	-3%	0	182
O=C1C2=C(Nc3ccccc3SC2c2ccco2)c2ccccc21 (stereo not given)	-12	52	64	-2	192	16%	5%	2	192
O=C(Nc1nccs1)c1cccc(N2C(=O)c3cccc4c([N+](=O)[O-])ccc(c34)C2=O)c1	·	·	·	10	169	85%	-17%	-10	169
CC(C)(C)CC(=O)NC(=S)N1CCCCCC1	·	·	·	0	160	1%	-8%	-3	148
COc1ccc(NC(=O)CSc2nnc(C)n2Cc2ccccc2)cc1	2	84	82	9	169	1%	-2%	-9	169
Nc1nc(SCc2ccccc2)[nH]c(=O)c1-c1ccccc1	15	112	97	3	171	-17%	-8%	-3	171
Cc1[nH]nc2c1C(c1cccnc1)N(c1ccc(Br)cc1)C2=O (stereo not given)	7	79	72	9	158	·	·	-9	158
COc1ccccc1OCC(O)Cn1c(=N)n(Cc2ccccc2)c2ccccc21 (stereo not given)	-5	51	56	14	115	-2%	-53%	-14	115
CC1CCN(S(=O)(=O)c2ccc3[nH]c(=O)c(=O)[nH]c3c2)CC1	-2	104	105	2	136	-1%	2%	-2	136
CC(NC(=O)Cc1ccc(-c2ccccc2)cc1)c1ccccc1 (stereo not given)	·	·	·	13	151	-14%	17%	-14	151
CC1CC(C)CN(c2nc3c(c(=O)n(C)c(=O)n3C)n2C)C1 (stereo not given)	9	75	66	14	131	5%	-9%	-14	131
O=C(Nc1ccccc1C(=O)N1CCN(c2ccccc2)CC1)c1ccco1	4	74	69	·	·	-6%	-30%	·	·
COc1ccc(N(C(=O)C(C)C)S(=O)(=O)c2ccc(Cl)cc2)cc1	8	85	78	4	155	-18%	-17%	-4	155
CCOC(=O)c1cnn(-c2cc(Oc3cccc(C)c3)ncn2)c1N	·	·	·	-15	194	2%	6%	15	194
Cc1nn(Cc2ccccc2)c(C)c1NC(=O)c1cc(-c2ccc3c(c2)OCO3)on1	5	89	84	-14	111	9%	1%	14	111
Cc1cccc(C)c1OCC(=O)Nn1c(C)nc2ccccc2c1=O	4	99	95	12	99	-3%	-2%	-12	99
Cc1cc(C)n2nc(SC3CCCCN(C(=O)c4ccc(F)cc4)C3=O)nc2n1 (stereo not given)	10	95	85	10	133	7%	2%	-10	133
C=C(C)Cn1c(SCC)nc2ccccc2c1=O	13	91	78	24	126	1%	-2%	-24	126
CC(C)CCNC(=O)C1CCCN(S(=O)(=O)c2ccc(F)cc2)C1 (stereo not given)	5	97	92	·	·	8%	16%	·	·
CC(=O)Nc1ccc(Oc2cnc3ccccc3n2)cc1	·	·	·	-9	191	-6%	5%	9	191
O=C(NCc1cccs1)C1CC(=O)N(c2ccc(F)cc2)C1 (stereo not given)	4	91	87	3	121	-1%	5%	-3	121
COc1ccccc1/C=c1\sc2nc(-c3cccs3)nn2c1=O	15	99	84	-2	137	·	·	2	137
O=S(=O)(Cc1ccc(Cl)cc1)c1ccccc1-c1nnc(-c2ccc(Cl)cc2)o1	·	·	·	19	96	1%	15%	-19	96
COc1ccc(S(=O)(=O)N2CCCCC2)cc1C(C)C	14	80	66	24	126	-3%	23%	-24	126
O=C(CCN1CCCCC1)c1ccc2c(c1)OCO2	·	·	·	-3	101	3%	-1%	3	101
O=C(NCCN1CCOCC1)NC1(C(F)(F)F)Oc2ccccc2O1	-9	18	28	-11	101	-2%	6%	11	101
COc1ccc(N2CCN(Cc3nc4ccccc4c(=O)[nH]3)CC2)cc1	-2	84	86	-10	92	-6%	2%	10	92
O=C(O)c1cn(C2CC2)c2cc(N3CCOCC3)c(F)cc2c1=O	10	73	63	8	103	·	·	-8	103
CC(C)CN(C(=O)COC(=O)C1c2ccccc2Oc2ccccc21)C1CCS(=O)(=O)C1 (stereo not given)	5	82	77	-1	170	0%	-91%	1	170
CCOC(=O)N1CCC(NC(=O)c2cc(S(=O)(=O)N3CCC4(CC3)OCCO4)ccc2F)CC1	14	90	76	3	146	-14%	-39%	-3	146
O=C(Nc1ccon1)c1sc2cc(F)ccc2c1Cl	-17	70	87	21	111	·	·	-21	111
CCOC(=O)N1CCN(C(=O)COc2ccc(Br)cc2Cl)CC1	10	107	97	·	·	-15%	-75%	·	·
CCc1nnc(NC(=O)CCN2C(=O)CCC2=O)s1	7	96	89	6	160	-4%	-3%	-6	160
CC(C)CNC(=O)c1ccccc1NC(=O)c1ccc(CN2CCOCC2)cc1	6	83	77	-40	108	-5%	-19%	?	·
CCOc1cc(C2C(C(=O)OC)=C(C)N=C3SCCC(=O)N32)ccc1OC(C)=O (stereo not given)	-7	88	95	1	93	0%	-35%	-1	93
COc1ccc(C2C3=C(CC(C)(C)CC3=O)Oc3ncn(CCO)c(=N)c32)cc1OC (stereo not given)	10	92	82	-6	58	2%	-57%	6	58
Cn1ncc2c1ncn1nc(COc3ccc4ccccc4c3)nc21	-2	105	107	24	118	15%	-52%	-24	118
CNC(=O)c1nc(C)n(-c2cc(Cl)ccc2Cl)n1	·	·	·	22	128	-6%	-19%	-22	128
CCOc1ccc(C(=O)N2CCN(c3ccccc3)CC2)cc1OCC	-8	78	86	·	·	0%	-27%	·	·
CCCCN(C)C(=O)c1oc2ccc(S(=O)(=O)N3CCCCCC3)cc2c1C	-5	53	59	4	162	3%	-17%	-4	162
COc1ccc(N=C2S/C(=C\c3ccco3)C(=O)N2CC(C)C)cc1	·	·	·	-1	74	2%	-8%	1	74
COC(=O)Cn1c(C)nc2c(sc3nc(C)cc(C)c32)c1=O	7	104	98	0	128	9%	16%	0	128
Cc1onc(-c2ccccc2Cl)c1C(=O)NCc1ccc(N2CCCC2=O)cc1	1	89	87	13	134	-8%	-38%	-13	134
COc1ccc2cc3c(N)nn(C(=O)Cc4ccccc4OC)c3nc2c1	-25	46	72	13	57	-18%	-64%	-13	57
COC(=O)c1sccc1NC(=O)c1cc(-c2ccc(C)cc2)nc2ccccc12	·	·	·	12	108	4%	2%	-12	108
(more compounds)
SMILES	MRP reversal	MRP reversal cytotoxicity	MRP reversal with doxorubicin	NFkB transloc pot	NFkB transloc pot cell count 2 µM	Bcl-B TR3 displacers	PLAP inhibitors HTS	NFkB transloc inh	NFkB transloc inh cell count 2 µM
Cc1ccc(-c2ccc(=O)n(CC(=O)NCCN(C)C)n2)cc1	7	101	94	-1	175	-3%	0%	1	175
COc1cc(C(=O)NCc2ccc3c(c2)OCO3)ccc1OCc1c(C)noc1C	29	99	70	0	156	1%	1%	0	156
C=C(C)c1cccc(C(C)(C)NC(=O)N2CCN(CC(N)=O)CC2)c1	2	85	82	-2	131	-9%	-47%	2	131
CCn1c2ccccc2c2nnc(SCC(=O)Nc3ccc4c(c3)OCO4)nc21	2	93	91	14	149	4%	3%	-14	149
O=S(CCc1ccncc1)Cc1ccccc1 (stereo not given)	-23	96	119	·	·	-2%	16%	·	·
O=C(CCc1ccccc1)Nc1nc2n(n1)C(c1ccc(Cl)cc1)CC(=O)N2 (stereo not given)	17	105	88	0	127	4%	-18%	0	127
CCOCc1cc(C2NC(=O)NC(C)=C2C(=O)OCC)ccc1OC (stereo not given)	-2	76	78	-7	119	-4%	-6%	7	119
O=c1[nH]c(/C(=N\O)c2ccccc2)no1	-7	88	95	·	·	0%	5%	·	·
CN(C)S(=O)(=O)Oc1cccc(C(=O)Nc2ccccc2Cl)c1	·	·	·	-11	126	0%	1%	11	126
Cn1ncc([N+](=O)[O-])c1C(=O)Nc1ccc(-c2nc3ccccc3[nH]2)cc1	·	·	·	12	122	-6%	26%	-12	122
COc1ccc(-c2nn(C)c(=O)c3ccccc23)cc1NC(=O)Cn1nc(-c2ccccc2)c2ccccc2c1=O	28	99	71	0	158	-37%	-17%	0	158
CCn1c(COc2ccccc2C)nc2ccccc21	2	82	80	-3	101	·	·	2	101
COC(=O)c1ccccc1NC(=O)C1CCC(=O)N1S(=O)(=O)c1ccc(C)cc1 (stereo not given)	·	·	·	2	135	-3%	0%	-2	135
CCCN(CC1CC1)C(=O)CSc1nnc(-c2cc(-c3cccs3)nc3ccccc23)o1	8	75	66	11	190	-2%	-72%	-11	190

Individual results from the results shown:
CCn1c(COc2ccccc2C)nc2ccccc21 – NFkB transloc inh: 2
CCn1c2ccccc2c2nnc(SCC(=O)Nc3ccc4c(c3)OCO4)nc21 – NFkB transloc inh: -14
COC(=O)c1ccccc1NC(=O)C1CCC(=O)N1S(=O)(=O)c1ccc(C)cc1 (stereo not given) – NFkB transloc inh cell count 2 µM: 135
COc1ccc(-c2nn(C)c(=O)c3ccccc23)cc1NC(=O)Cn1nc(-c2ccccc2)c2ccccc2c1=O – MRP reversal cytotoxicity: 99
COc1cc(C(=O)NCc2ccc3c(c2)OCO3)ccc1OCc1c(C)noc1C – MRP reversal with doxorubicin: 70
Cc1ccc(-c2ccc(=O)n(CC(=O)NCCN(C)C)n2)cc1 – MRP reversal: 7
O=c1[nH]c(/C(=N\O)c2ccccc2)no1 – MRP reversal cytotoxicity: 88

The list is partial; count on the stated rates, not on these rows.
